NPYLR7 agonist: mosquito NPYLR7 agonism; HEK293T NPYLR7/Galpha15, GCaMP6s calcium fluorescence; 0.15% of 270,000 active; activation, % at 10 µM; in the data active = activation above about 40%;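 also: 0% = vehicle and 100% = reference agonist at the receptor; some compounds past the cut are filed as inactive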
mcGAS lum: blocks mouse cGAS activity; recombinant cGAS, Kinase-Glo ATP depletion luminescence; inhibition, % at 12.5 µM; 0.15% of 160,000 active;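 also: 0% = negative control wells and 100% = reference inhibitor with no enzyme activity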
hcGAS inh: blocks human cGAS activity. AID 1259398. inhibition, % at 12.5 µM. 0.081% of 290,000 active. Q8N884. recombinant h-cGAS, ATP depletion, Kinase-Glo luminescence;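 also: 0% = vehicle reaction and 100% = reaction without DNA for no activity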
Target sequence (Q8N884 whole entry, looked up): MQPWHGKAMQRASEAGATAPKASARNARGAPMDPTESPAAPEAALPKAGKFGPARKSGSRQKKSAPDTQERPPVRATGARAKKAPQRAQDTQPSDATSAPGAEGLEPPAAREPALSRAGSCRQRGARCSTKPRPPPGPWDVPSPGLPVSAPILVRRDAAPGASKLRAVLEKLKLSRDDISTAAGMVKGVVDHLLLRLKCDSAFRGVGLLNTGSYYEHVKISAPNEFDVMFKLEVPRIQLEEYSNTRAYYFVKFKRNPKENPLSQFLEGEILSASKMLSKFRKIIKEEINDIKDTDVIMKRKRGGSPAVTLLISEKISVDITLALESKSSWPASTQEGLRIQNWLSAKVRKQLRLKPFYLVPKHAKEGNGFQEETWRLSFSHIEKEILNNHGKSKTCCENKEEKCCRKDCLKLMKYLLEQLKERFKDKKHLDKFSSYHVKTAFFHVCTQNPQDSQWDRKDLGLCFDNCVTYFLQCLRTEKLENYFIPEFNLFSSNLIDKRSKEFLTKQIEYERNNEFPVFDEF
The depositor's hits bear a star; . = not tested or not shown. Rule as the data show it, unless noted: active = inhibition above about 40%; inactive = the rest. The order is random; any-hit rate near 0.29%.

SMILES	NPYLR7 agonist	mcGAS lum	hcGAS inh
Cc1sc(-c2nc3ccccc3n2C)cc1S(=O)(=O)O	1	-7	-4
CCN(Cc1noc(C2CCC2)n1)C(=O)c1cn(C2CCC(N)CC2)nn1 (stereo not given)	.	-5	-12
CCc1nc2c(OCC=C(C)C)cccn2c1N(C)C(=O)c1ccccc1F	-7	-1	-2
CCCn1c(CC)nc([N+](=O)[O-])c1S(=O)(=O)c1ccc(Cl)cn1	-4	.	6
CCN(C(=O)c1cc2n(n1)CCN(Cc1ccccc1)C2)[C@H]1COC[C@@H]1O	8	-18	-3
CCS(=O)(=O)c1ncc(CN2CCC(OC)CC2)n1CCCc1ccccc1	7	.	-15
N#Cc1ccc(OCC(=O)N2CCCC2c2nc3ccccc3[nH]2)cc1 (stereo not given)	10	.	-8
O=C(c1c[nH]c2ccc(F)cc2c1=O)N1CCc2c(nc[nH]c2=O)C1	0	.	-4
O=S(=O)(c1c(Cl)cccc1Cl)N1CCN(Cc2cc(-c3ccccc3)no2)CC1	1	-7	-7
C=c1onc(-c2ccccc2)c1=c1[nH]/c(=C\c2ccccc2OC)c(=O)o1	-2	1	-8
COCCN1C(c2ccccc2)=CC(=C2C(=O)N(C)C(=O)N(C)C2=O)C2=C1CCCC2	-9	-6	-6
COc1ccc(CC(=O)Nc2cc(C)nn2-c2nc(C)c(C)c(=O)[nH]2)cc1OC	8	-8	-10
Cn1nc(-c2ccc(NC(=O)c3ccc(-c4ccccc4)cc3)cc2)ccc1=O	-1	-9	-7
CCc1nc(N2CCOCC2)c2c(C)c(C)sc2n1	.	-5	-7
CC(C)C(=O)Nc1ccc(-n2cnc(C(=O)N3CCc4ccccc4C3)c2)nc1	-6	.	-4
O=C(NCCC1COc2ccccc2O1)c1ccc(NCC2CC2)nc1 (stereo not given)	11	.	1
O=C1C(=Cc2cccc3ccccc23)Sc2ccccc21	6	.	-3
CCc1nc(C2CCCN2Cc2nc3ccccc3c(=O)[nH]2)no1 (stereo not given)	3	-5	-7
S=C(NCc1cccs1)N1CCn2c1nc1ccccc12	8	.	0
O=C(NCc1ccc(Cl)s1)NC(CO)Cc1ccc(O)cc1 (stereo not given)	1	.	-4
O=C(c1ccc(S(=O)(=O)Nc2cccnc2)o1)N1CCCC1	-10	.	7
Cc1c(N=Cc2cccc([N+](=O)[O-])c2)c(=O)n(-c2ccccc2)n1C	-3	-4	-5
N#CCCN(CC1CCCO1)C(=O)C1CCc2ccccc2C1 (stereo not given)	9	.	-10
O=C(CSc1ncnc2c1nnn2Cc1ccc(Cl)cc1)N1CCCc2ccccc21	17	8	-5
COc1cccc(C(=O)N2CCOC(CC3CCCCC3)C2)c1OC (stereo not given)	20	.	-8

Entries from the list above containing an aryl methoxy group:
SMILES	NPYLR7 agonist	mcGAS lum	hcGAS inh
C=c1onc(-c2ccccc2)c1=c1[nH]/c(=C\c2ccccc2OC)c(=O)o1	-2	1	-8
COc1ccc(CC(=O)Nc2cc(C)nn2-c2nc(C)c(C)c(=O)[nH]2)cc1OC	8	-8	-10
COc1cccc(C(=O)N2CCOC(CC3CCCCC3)C2)c1OC (stereo not given)	20	.	-8

Nothing new here: entries from further up.
SMILES	NPYLR7 agonist	mcGAS lum	hcGAS inh
Cc1sc(-c2nc3ccccc3n2C)cc1S(=O)(=O)O	1	-7	-4
CCN(Cc1noc(C2CCC2)n1)C(=O)c1cn(C2CCC(N)CC2)nn1 (stereo not given)	.	-5	-12
CCc1nc2c(OCC=C(C)C)cccn2c1N(C)C(=O)c1ccccc1F	-7	-1	-2
CCCn1c(CC)nc([N+](=O)[O-])c1S(=O)(=O)c1ccc(Cl)cn1	-4	.	6
CCN(C(=O)c1cc2n(n1)CCN(Cc1ccccc1)C2)[C@H]1COC[C@@H]1O	8	-18	-3
CCS(=O)(=O)c1ncc(CN2CCC(OC)CC2)n1CCCc1ccccc1	7	.	-15
N#Cc1ccc(OCC(=O)N2CCCC2c2nc3ccccc3[nH]2)cc1 (stereo not given)	10	.	-8

Additional records follow:
SMILES	NPYLR7 agonist	mcGAS lum	hcGAS inh
O=c1[nH]c2c(s1)C=Nc1cc3ccccc3cc1N2	33	0	-14
COC(=O)N(C)Cc1cccc(N2CCN(C(=O)OC(C)(C)C)CC2)c1F	1	-3	0
CCOc1ccc(/C=C2/SC(=S)N(CC(=O)O)C2=O)cc1OC	-4	-4	-5
Cn1c(=O)[nH]c(=O)c2c1nc(N1CCCCC1)n2CC(O)CO (stereo not given)	7	.	-5
CCN1CCN(c2cc(=O)n(-c3ccccc3Cl)c(=O)[nH]2)CC1	8	.	-2
Cc1ccccc1-c1cc(O)c2c(c1)CN(C(=O)C1CCNC1)CCO2 (stereo not given)	3	-18	-6
CCOc1ccc(-n2nnc3c(N4CCN(S(=O)(=O)c5cccs5)CC4)ncnc32)cc1	-7	-6	-3
O=S1(=O)CCN(C2CCCCC2)c2c(F)nc(N3CCOCC3)c(F)c21	.	-4	-8
COc1cc(C(=O)N2CCC(c3n[nH]c(C)n3)CC2)cc(OC)c1C	-3	.	-1
CCN(CC)c1c(C)nc2ccc(C(=O)Nc3cccc(OC)c3)cn12	-8	-1	-6
C=CCSc1nc(-c2ccccc2)cc(-c2ccccc2OC)c1C#N	0	.	-2
COc1cc(NC(=O)CN2CC(=O)Nc3ccccc32)cc(OC)c1OC	5	-13	-5
CC(C)Cc1ncc2c(n1)CN(C(=O)c1sccc1Cl)C2	-1	.	-3
CC(C)CN(Cc1nccn1Cc1ccc(Cl)c(Cl)c1)C(=O)c1ccccc1F	18	-10	-8
O=C(c1ccc(Cl)cc1)N1CCOc2ccc(CN3CCN(c4ccccc4)CC3)cc2C1	0	-11	-4
O=C(CCn1cc(Cl)cn1)N1C[C@@H]2[C@H](C1)[C@H]1CC[C@@H]2O1	46	-18	-1
COCCNC(=O)Cn1nc2c(c1NC(=O)Cc1ccccc1Cl)CSC2	-3	-7	-4
NS(=O)(=O)c1ccc(NC(=O)CSc2nnc3ccccn23)cc1	-5	.	-7
Cc1ccc(-c2cc3c(=O)n(Cc4ccccc4)ccn3n2)cc1C	-2	-6	-7
COc1ccc(-n2nc(C(C)(C)C)c3c2N(CC(=O)N2CCOCC2)C(=O)CSC3c2ccc(OC)c(OC)c2)cc1 (stereo not given)	17	-6	-6
COCC(=O)N(Cc1ccco1)Cc1cc(NC(=O)c2cccc(F)c2)ccc1N(C)C	1	-9	-4
COc1ccc(C(=O)N(Cc2cc(NS(=O)(=O)c3ccc(OC)cc3)ccc2N(C)C)C(C)c2ccccc2)cc1 (stereo not given)	16	-5	-12
O=C(c1cnn2c1NC(c1ccco1)CC2C(F)(F)F)N1CCCc2ccccc21 (stereo not given)	20	-7	-3
O=C1SCCC1NS(=O)(=O)c1ccc(Cl)cc1 (stereo not given)	8	4	-2
Cc1ccc(C(=O)NCC(c2ccc3c(c2)CCN3C)N2CCN(C)CC2)cc1 (stereo not given)	11	.	2
SMILES	NPYLR7 agonist	mcGAS lum	hcGAS inh
Cc1cccc(-c2ccc(NC(=O)C3CCN(C(=O)Cn4cccn4)CC3)cc2)c1	-2	1	1
N#Cc1ccccc1COC1C[C@](OCc2cccc(C(F)(F)F)c2)(C(=O)NCC2CC2)C[C@@H](O)[C@H]1O (stereo not given in full)	2	-4	4
CCN(Cc1ccncc1)Cc1cn(-c2ccccc2)nc1-c1ccc(OC)cc1F	8	-11	-6
COCCN(Cc1nc2ccccc2o1)C(=O)c1cccnc1Cl	-18	1	-3
C=CCOc1ccc(Br)cc1/C=C/c1[nH]c(=O)[nH]c(=O)c1[N+](=O)[O-]	2	-1	-12
CC(C)Cn1c(SCC(=O)NC(=O)NC(C)(C)C)nc2ccccc21	-12	1	1
OC(COCc1ccccc1)CN(Cc1ccccc1)Cc1cccc(F)c1 (stereo not given)	18	-8	-9
O=S(=O)(NCCOc1ccc(-c2ccc(F)cc2)nn1)c1ccc2ccccc2c1	-7	-7	-3
Cn1c(O)c(N=NC(=O)COc2c(Cl)cc(Cl)cc2Cl)c2ccccc21	-7	-4	-2
Cc1cccc(C(=O)NC(C(=O)N2CC=C(c3c[nH]c4ccccc34)CC2)C(C)C)c1 (stereo not given)	0	-8	-7
Cc1cccnc1N1CCN(Cc2cn[nH]c2C(=O)O)CC1	1	.	-4

An excerpt from above in order of count of non-hydrogen atoms, low to high:
SMILES	NPYLR7 agonist	mcGAS lum	hcGAS inh
COCCN(Cc1nc2ccccc2o1)C(=O)c1cccnc1Cl	-18	1	-3
Cc1cccc(-c2ccc(NC(=O)C3CCN(C(=O)Cn4cccn4)CC3)cc2)c1	-2	1	1
N#Cc1ccccc1COC1C[C@](OCc2cccc(C(F)(F)F)c2)(C(=O)NCC2CC2)C[C@@H](O)[C@H]1O (stereo not given in full)	2	-4	4

Bioassay records from PubChem BioAssay.
